# Screening results as filed in PubChem.
# OX1R antag-1: OX1R (human) antagonism. O43613. OX1R-expressing cells, FRET antagonist read-out. inhibition, % at 6.6 µM. 1.8% of 330,000 active. AID 485270; in the data active = inhibition mostly above about 38%, no sharp cut-off; inactive = mostly below about 40%;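 note: 0% = agonist challenge alone and 100% = reference antagonist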
# Target sequence (O43613 whole entry, looked up): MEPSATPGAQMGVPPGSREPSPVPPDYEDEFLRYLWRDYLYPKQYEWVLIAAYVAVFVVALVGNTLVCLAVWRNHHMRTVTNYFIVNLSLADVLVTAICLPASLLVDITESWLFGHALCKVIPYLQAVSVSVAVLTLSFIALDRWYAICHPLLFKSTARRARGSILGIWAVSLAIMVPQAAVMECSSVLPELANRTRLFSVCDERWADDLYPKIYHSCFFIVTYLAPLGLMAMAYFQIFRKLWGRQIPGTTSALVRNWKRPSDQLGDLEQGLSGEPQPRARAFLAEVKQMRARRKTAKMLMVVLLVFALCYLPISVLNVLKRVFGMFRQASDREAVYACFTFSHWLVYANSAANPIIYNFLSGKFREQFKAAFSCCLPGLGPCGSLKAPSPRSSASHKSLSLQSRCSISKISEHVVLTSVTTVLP
# OX1R antag-2: human HCRTR1 antagonism. inhibition, % at 5 µM. CHO/OX1R cells, Fluo-8 calcium fluorescence, orexin A. 0.43% of 330,000 active. O43613. AID 434989;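 active = inhibition above its plate's threshold, mean inhibition of all tested compounds on the plate plus 3 SD, cut at about 37% in these data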;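 note: 0% = orexin A challenge wells and 100% = SB-334867-A antagonist wells; not every result past the cut was called active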
# CHT allo act: allosteric activators of human choline transporter CHT | Q9GZV3 | CHT-expressing cells, membrane potential dye, choline EC20; active compounds read high; LV-AA mutant CHT in HEK293 cells | B-score at 10 µM | 0.49% of 310,000 active;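 active = initial fluorescence not abnormally high and integrated response B-score, plate-corrected, over 3 SD above library mean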
# Active calls of the source: *; i = inactive; / = no result given.
# Start of the data: the first seven compounds as a preview:
# The line under a structure holds: CHT allo act	OX1R antag-1	OX1R antag-2
- Cc1cc(CNC(=O)C2CCC(=O)N(CCc3cccc(F)c3)C2)on1 (centres undefined)
    i	8	-7
- Cc1cccc(S(=O)(=O)Nc2cc(Cl)ccc2N2CCOCC2)c1
    /	4	-17
- CN(CC(=O)Nc1ccc(F)cc1)C(=O)C1CCN(S(=O)(=O)c2ccc3c(c2)OCCO3)CC1
    i	12	-9
- O=C(O)c1ccccc1C(=O)Nc1ccccc1NC(=O)c1ccccc1C(=O)O
    i	7	-14
- COc1cccc2cc(C(=O)N3CCN(c4ccc(C)cc4C)CC3)c(=O)oc12
    i	7	-23
- O=C(COC(=O)c1ccc(N2CCOCC2)c([N+](=O)[O-])c1)Nc1ccc2c(c1)OCO2
    i	23	-3
- Cc1cc2cc(CN(Cc3ccco3)S(=O)(=O)c3c(C)ccc4nsnc34)c(=O)[nH]c2cc1C
    i	23	-20

# All compounds of this part (from the top)
# The line under a structure holds: CHT allo act	OX1R antag-1	OX1R antag-2
- Cc1cc(CNC(=O)C2CCC(=O)N(CCc3cccc(F)c3)C2)on1 (centres undefined)
    i	8	-7
- Cc1cccc(S(=O)(=O)Nc2cc(Cl)ccc2N2CCOCC2)c1
    /	4	-17
- CN(CC(=O)Nc1ccc(F)cc1)C(=O)C1CCN(S(=O)(=O)c2ccc3c(c2)OCCO3)CC1
    i	12	-9
- O=C(O)c1ccccc1C(=O)Nc1ccccc1NC(=O)c1ccccc1C(=O)O
    i	7	-14
- COc1cccc2cc(C(=O)N3CCN(c4ccc(C)cc4C)CC3)c(=O)oc12
    i	7	-23
- O=C(COC(=O)c1ccc(N2CCOCC2)c([N+](=O)[O-])c1)Nc1ccc2c(c1)OCO2
    i	23	-3
- Cc1cc2cc(CN(Cc3ccco3)S(=O)(=O)c3c(C)ccc4nsnc34)c(=O)[nH]c2cc1C
    i	23	-20
- COc1ccc(/C=C2\N=C(C)OC2=O)cc1OC
    i	12	2
- CC1CCN(C(=O)CCS(=O)(=O)c2cc3c(cc2Cl)NC(=O)CO3)CC1
    i	4	-5
- CN(/N=C/c1cc(Cl)cc(Cl)c1O)c1c(Cl)cccc1[N+](=O)[O-]
    i	10	-18
- NC(=O)CSc1nc2cc3c(cc2c(=O)n1CCCC(=O)NCc1ccc2c(c1)OCO2)OCO3
    i	15	-18
- COc1ccc(NS(=O)(=O)c2cccc(C(=O)NNC(=O)c3cc(S(N)(=O)=O)ccc3OC)c2)cc1
    i	24	-5
- FC(F)(F)c1cc(C(F)(F)F)c2ccc(N3CCN(c4ccccc4)CC3)nc2n1
    i	7	0
- Cc1ccc(C(=O)/C=C/NCc2ccc(F)cc2)cc1
    i	-2	-13
- Cn1c(=O)c2c(nc(SCCN3CCOCC3)n2Cc2cccc3ccccc23)n(C)c1=O
    i	8	0

# A portion taken from the entries so far, for reference:
# The line under a structure holds: CHT allo act	OX1R antag-1	OX1R antag-2
- Cc1ccc(C(=O)/C=C/NCc2ccc(F)cc2)cc1
    i	-2	-13
- Cn1c(=O)c2c(nc(SCCN3CCOCC3)n2Cc2cccc3ccccc23)n(C)c1=O
    i	8	0

# The results go on:
# The line under a structure holds: CHT allo act	OX1R antag-1	OX1R antag-2
- O=c1cc(-c2cccc(Br)c2)oc2cccc(O)c12
    i	16	11
- CC(C)(C)NC(=O)CSc1nnc(-c2ccncc2)o1
    i	4	2
- O=C(COc1ccccc1)N1CCN=C1c1ccccc1
    i	21	-9
- Nc1ccc(Nc2ccccc2)c(Cl)c1
    i	6	0
- CCOC(=O)N/N=C\C=C\c1ccc2c(c1)OCO2
    i	18	-5
- CCOC(=O)COc1ccccc1/C=C1\NC(=O)NC1=O
    i	15	-15
- O=S(=O)(c1ccc(F)cc1)N1CCN=C1SCc1cccc(F)c1
    i	3	-24
- CC(NC(=O)c1cc(-c2cccnc2)nc2ccc(Br)cc12)C1CCCO1 (centres undefined)
    i	6	-5
- CCOC(=O)c1c(NC(=O)/C=C/C(=O)O)sc(C)c1-c1ccc(Cl)cc1
    i	39	-12
- Cc1ccccc1-c1nnc(SCC(=O)NC2CCS(=O)(=O)C2)n1C (centres undefined)
    /	1	-2
- CC1CCN(c2ccc3nnc(CCC(=O)Nc4cccc(F)c4)n3n2)CC1
    i	8	-28
- COc1ccccc1C1=NOC(COc2ccc3c(C)cc(=O)oc3c2)C1 (centres undefined)
    i	10	-13
- CCOC(=O)COc1ccc(S(=O)(=O)NCc2cccnc2)cc1
    i	12	9
- O=C(CSc1nnc(C2COc3ccccc3O2)o1)N1CCCc2ccccc21 (centres undefined)
    i	32	-19
- COc1ccc(Br)cc1/C=N/n1nnnc1N
    i	-1	-11

# Three compounds picked at random from those above:
# The line under a structure holds: CHT allo act	OX1R antag-1	OX1R antag-2
- COc1ccccc1C1=NOC(COc2ccc3c(C)cc(=O)oc3c2)C1 (centres undefined)
    i	10	-13
- Nc1ccc(Nc2ccccc2)c(Cl)c1
    i	6	0
- CCOC(=O)c1c(NC(=O)/C=C/C(=O)O)sc(C)c1-c1ccc(Cl)cc1
    i	39	-12

# The list goes on.
# The line under a structure holds: CHT allo act	OX1R antag-1	OX1R antag-2
- O=C(O)Cn1c(=O)c2c3c(sc2n(Cc2ccccc2)c1=O)CCCC3
    i	13	2
- O=C(Nc1ccccc1N1CCOCC1)c1ccc([N+](=O)[O-])o1
    i	24	-12
- CCNC(=S)N/N=C/c1sc(N2CCCCC2)nc1-c1cccs1
    i	7	-24
- c1ccc(CNc2nc3ccccc3[nH]2)cc1
    i	10	7
- O=C(C1CCN(S(=O)(=O)c2cccc3nsnc23)CC1)N1CCn2c1nc1ccccc12
    i	38	-11
- CC(=O)N1CCc2cc(S(=O)(=O)CCC(=O)NCCc3ccccc3)ccc21
    i	9	1
- COc1ccccc1CN1C(=O)[C@@H]2Cc3c([nH]c4ccccc34)C(C)(C)N2C1=O
    i	16	0
- O=C(NCCC1=CCCCC1)C(c1ccccc1)c1ccccc1
    i	13	8
- CCC(C)(C)NC(=O)CN(C(=O)c1snc(C(N)=O)c1N)c1ccc2nc(C)sc2c1
    i	37	-34
- CCCCNc1nc(Cl)nc(Nc2ccc(C)cc2)n1
    i	4	-34
- Oc1cccc(/C=N/N=C/c2cccc(O)c2O)c1O
    i	3	-16
- CC(Sc1nc(N)cc(=O)[nH]1)C(=O)Nc1sc2c(c1C#N)CCCC2 (centres undefined)
    i	11	31
- COc1ccccc1-n1cc(-c2ccccc2)c2c(=S)nc[nH]c21
    i	18	0
- Clc1cccc(C2=NOC(c3nnc(-c4ccccc4)o3)C2)c1 (centres undefined)
    i	20	-13
- Cc1ccc(/C=N/NC(=O)CNC(=O)COc2ccccc2)cc1
    i	9	-3
- CCOC(=O)CSc1nc2cc(C(=O)OC)ccc2c(=O)n1CCN1CCOCC1
    i	13	-26
- COc1cc(CNc2ccc(CNc3ncn[nH]3)cc2)cc(Cl)c1OCc1ccccc1
    i	4	-6
- CSCC[C@H](NC(=O)OC(C)(C)C)C(=O)NCC1CCC(C(=O)N[C@@H](Cc2ccccc2)C(=O)O)CC1 (some centres undefined)
    i	11	-7
- N#C/C(=C\c1cccc([N+](=O)[O-])c1)c1nnc2n1CCCCC2
    i	46	-9
- CCC(C)C(=O)Nc1ncc2c(n1)CC(c1cccs1)CC2=O (centres undefined)
    i	16	-15
- N#Cc1c2c(c(Nc3ccc(O)cc3)n3c1nc1ccccc13)CCC2
    i	43	-22
- CNC(=O)C1CCN(C(=O)c2ccc(-c3ccccc3)cc2)CC1
    i	13	-12
- CC(C)(C)OC(=O)NCCc1nnc(SCc2ccc(Cl)cc2Cl)o1
    i	7	18
- Cc1cc([N+](=O)[O-])nn1CC(=O)Nc1c(C)n(C)n(-c2ccccc2)c1=O
    i	29	-19
- COC(=O)Cc1c(C)nc2nc(-c3ccc(Cl)cc3)[nH]n2c1=O
    i	11	2
- O=C(O)c1ccc(NS(=O)(=O)c2ccc(Cl)c(C(=O)Nc3ccccc3)c2)cc1
    i	2	-10
- O=C(CC1SC(=Nc2ccccc2)N(CCc2ccccn2)C1=O)Nc1ccc(F)cc1 (centres undefined)
    i	8	-18
- CN1CCCCc2c1[nH]c1ccccc1c2=O
    i	22	-4
- O=C(/C=C/c1ccc(Cl)cc1)N1CCN(Cc2ccccc2)CC1
    i	1	-15
- COCCOC(=O)C1=C(C)Nc2nc(C)nn2C1c1ccc(F)cc1 (centres undefined)
    i	3	1
